Source: PubChem BioAssay
NPR2 activator – GC-B (human) receptor activation; actives 0.11% (n = 370,000); P20594; HEK293-GC-B cells, CNP EC30, cGMP TR-FRET; 0% at EC30 CNP, 100% saturating CNP; activation, % at 10 µM;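 active = activation at 10 µM reaching about 35% in either raw or pattern-adjusted values, limit read from the data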
ABHD4 inh – ABHD4 (mouse) inhibition, primary FP screen; inhibition, % at 8.92 µM; Q8VD66; purified mABHD4, FP-Rh probe fluorescence polarization; actives 0.54% (n = 370,000);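 active = inhibition exceeding the mean over every tested compound plus 3 SD, cut at about 30% in these data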;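 note: 0% = plate median of compound wells and 100% = S159A mutant with DMSO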
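Assay system: mouse ABHD4 enzyme, wild type / Also added: fluorescent activity-based probe FP-Rh / Doses: single nominal dose of 8.92 µM, 0.89% DMSO final / Timing: 45 min compound pre-incubation plus 60 min probe step, 25 °C / Signal: FP readout, ex 525 nm / em 598 nm / Control set: S159A mutant/DMSO as 100%, compound-well median as 0%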
PRMT1 inh – PRMT1 (human) inhibition, primary screen; actives 1.3% (n = 370,000); Q99873; inhibition, % at 2.79 µM; recombinant PRMT1, activity-based probe fluorescence polarization;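 active = inhibition above about 21% made by adding two undisclosed values, limit read from the data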
Target sequence (Q99873 whole entry, looked up): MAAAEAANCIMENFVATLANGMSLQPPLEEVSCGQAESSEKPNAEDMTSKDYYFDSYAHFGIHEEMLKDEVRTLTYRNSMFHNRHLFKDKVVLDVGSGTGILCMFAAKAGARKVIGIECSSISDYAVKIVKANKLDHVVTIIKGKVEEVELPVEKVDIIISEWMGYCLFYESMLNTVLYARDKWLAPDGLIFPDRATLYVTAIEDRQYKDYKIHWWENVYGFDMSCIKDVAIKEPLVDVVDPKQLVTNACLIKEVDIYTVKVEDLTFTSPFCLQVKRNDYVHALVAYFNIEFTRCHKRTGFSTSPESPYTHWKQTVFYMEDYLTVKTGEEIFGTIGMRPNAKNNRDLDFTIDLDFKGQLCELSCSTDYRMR
LEDGF integ inh – blocks HIV-1 LEDGF/p75-dependent DNA integration; inhibition, % at 3.7 µM; TR-FRET IN-LEDGF/p75 DNA integration, Eu/Cy5; actives 0.64% (n = 370,000);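 active = inhibition above the screen-wide mean plus 3 SD, cut at about 13% in these data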;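 note: signal is the Cy5 over europium emission ratio at 671 and 618 nm; 0% = plate median of compound wells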
TDP2 inh – blocks human TDP2 phosphodiesterase activity. O95551. recombinant TDP2, T5PNP hydrolysis, p-nitrophenol absorbance 415 nm. inhibition, % at 12.8 µM. actives 0.34% (n = 370,000);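 active = inhibition above the mean of all tested compounds plus 3 SD, set per campaign, cut at about 25% in these data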;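 note: 0% = DMSO with enzyme and 100% = buffer with substrate but no TDP2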
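Evaluation: % inhibition relative to enzyme-containing and enzyme-free wells. Material: recombinant human TDP2. Benchmarks: enzyme-free and DMSO wells. Timing: enzyme reaction with compound for 2 h at 37 °C. Compound dosing: 12.8 µM only. Measured by: p-Nitrophenol epi absorbance. Reagent: T5PNP substrate at 5 mM, a TopII-DNA adduct mimic. Replication: single well per compound.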
TCR-CD3 inh – inhibitors of human TCR-CD3 interaction; TAMRA-labeled TCR probe fluorescence, biochemical; AID 651800; inhibition, % at 9.4 µM; actives 0.37% (n = 360,000); in the data active = inhibition above about 19%;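 note: recombinant mutant TCR 2C K166C tagged with TAMRA read by polarization; 0% = receptor in buffer alone and 100% = receptor with positive control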
SIAE primary – human SIAE inhibition, primary screen. Q9HAT2. SIAE FP-Rh probe binding, fluorescence polarization. inhibition, % at 9.66 µM. actives 0.69% (n = 370,000). AID 1053197;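 active = inhibition above a cutoff: mean of compounds within the control limits plus 3 SD of those, cut at about 17% in these data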;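 note: 0% = plate median of compound wells and 100% = probe without SIAE protein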
HTRA1 inhibitor – blocks human HTRA1 serine peptidase; recombinant HTRA1, FP-rhodamine activity-based probe, fluorescence polarization; actives 0.5% (n = 340,000); AID 504803; Q92743; inhibition, % at 5.96 µM; in the data active = inhibition above about 36%;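 note: 0% = enzyme with DMSO and 100% = wells lacking enzyme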
rCAG RNA binder – molecules binding r(CAG) RNA repeats; r(CAG) RNA repeat, TO-PRO-1 dye displacement fluorescence; inhibition, % at 3 µM; actives 1.3% (n = 370,000);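 active = inhibition above the plate cutoff, the mean of all test compounds on that plate plus 3 SD, cut at about 35% in these data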;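 note: 0% = DMSO alone and 100% = 100 µM mitoxantrone as full dye displacement; higher means more dye released from RNA so lower well fluorescence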
MBD2 inh – inhibitors of human MBD2 binding to methylated oligonucleotide. TR-FRET. inhibition, % at 4.4 µM. actives 0.31% (n = 370,000); in the data active = inhibition above about 13%
Target sequence (Q9UBB5 whole entry, looked up): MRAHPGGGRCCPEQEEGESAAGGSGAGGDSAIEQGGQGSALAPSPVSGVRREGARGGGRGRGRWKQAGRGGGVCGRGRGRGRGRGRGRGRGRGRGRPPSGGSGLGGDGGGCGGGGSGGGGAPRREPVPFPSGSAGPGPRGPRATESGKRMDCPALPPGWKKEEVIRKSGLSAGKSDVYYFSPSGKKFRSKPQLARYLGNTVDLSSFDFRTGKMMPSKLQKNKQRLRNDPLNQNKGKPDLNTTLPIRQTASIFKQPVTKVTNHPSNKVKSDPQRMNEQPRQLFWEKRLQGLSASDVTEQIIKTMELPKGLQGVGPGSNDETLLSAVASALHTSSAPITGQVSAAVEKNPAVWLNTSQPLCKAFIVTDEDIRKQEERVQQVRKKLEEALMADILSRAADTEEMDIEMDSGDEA
Active calls of the source: *; · = not tested or not shown. An excerpt; count on the stated rates, not on these rows.

Short keys – A = NPR2 activator; B = ABHD4 inh; C = PRMT1 inh; D = LEDGF integ inh; E = TDP2 inh; F = TCR-CD3 inh; G = SIAE primary; H = HTRA1 inhibitor; I = rCAG RNA binder; J = MBD2 inh
CCC(NC(=O)c1ccc2c(ccn2Cc2cccc(-c3ccccc3C(=O)O)c2)c1)c1ccccc1 (centres undefined)
  A: 6 | B: -51 | C: 12 | D: -3 | E: -9 | F: · | G: -11 | H: · | I: 49* | J: 11
COc1cc2c(cc1OC)C(C(=O)Nc1ccccc1N1CCN(C)CC1)C1c3ccccc3CCN1C2=O (centres undefined)
  A: -13 | B: 1 | C: 3 | D: -10 | E: -15 | F: -7 | G: 2 | H: -3 | I: -8 | J: -2
C[C@H](NC(=O)c1nc[nH]c1C(=O)N(C)Cc1ccccc1)c1ccccc1
  A: 0 | B: -3 | C: 2 | D: -1 | E: 0 | F: 2 | G: 1 | H: 1 | I: -7 | J: 0
O=C(NCCc1ccccc1)c1cc(=O)[nH]c2ccccc12
  A: 5 | B: -6 | C: -2 | D: 0 | E: -2 | F: 1 | G: 2 | H: -4 | I: 1 | J: 3
O=C(O)CSc1nnc(-c2ccc(S(=O)(=O)N3CCCC3)cc2)n1Cc1ccco1
  A: 3 | B: 3 | C: -2 | D: 0 | E: 1 | F: 3 | G: 4 | H: 7 | I: 5 | J: -7
Cc1cc(C)n(CCCC(=O)O)n1
  A: -3 | B: -6 | C: 3 | D: -4 | E: -4 | F: 1 | G: -6 | H: -1 | I: 0 | J: 0
CCNc1nc(NC(C)C)nc(N(C#N)CCOc2ccc(Cl)cc2Cl)n1
  A: 3 | B: -25 | C: -2 | D: -1 | E: 3 | F: 2 | G: -7 | H: -45 | I: 0 | J: -1
C=CCn1c(SCC(=O)Nc2ccc3c(c2)OCO3)nc2ccccc2c1=O
  A: 4 | B: 6 | C: -2 | D: -1 | E: -4 | F: 3 | G: -1 | H: 0 | I: 2 | J: -1
Cc1ccccc1C(=O)NC(=S)Nc1ccc(S(=O)(=O)N(C)c2ccccc2)cc1
  A: -2 | B: -3 | C: -2 | D: -1 | E: -1 | F: -4 | G: -15 | H: -35 | I: 12 | J: 1
Fc1ccc2nc3c(nc2c1)CCCC3
  A: 3 | B: 1 | C: 0 | D: 0 | E: -16 | F: -4 | G: -2 | H: 8 | I: 0 | J: -1
COC(C(=O)Nc1ccnn1C1CCN(Cc2nccs2)CC1)c1ccccc1 (centres undefined)
  A: 3 | B: 9 | C: -1 | D: -2 | E: -5 | F: 3 | G: -5 | H: 8 | I: 0 | J: 6
Cc1ccc(C)c(NC(=S)NNC(=O)c2ccco2)c1
  A: 3 | B: 1 | C: -1 | D: -1 | E: -15 | F: 3 | G: 4 | H: 6 | I: 0 | J: 3
CC(=O)NC(CC(=O)NC1CCCCC1)c1ccccc1 (centres undefined)
  A: 2 | B: 5 | C: 1 | D: 2 | E: -5 | F: 8 | G: 2 | H: 4 | I: -1 | J: 4
CC(Oc1cccc(Cl)c1)C(=O)Nc1ccncc1 (centres undefined)
  A: -1 | B: 5 | C: -2 | D: 3 | E: -3 | F: 3 | G: 0 | H: 2 | I: -1 | J: 2
COc1ccccc1/C=N/n1c(C)nnc1-n1nc(C)cc1C
  A: 0 | B: -4 | C: -3 | D: -1 | E: -4 | F: -1 | G: 4 | H: 3 | I: -4 | J: -1

Profiles from above. Screens in order: NPR2 activator | ABHD4 inh | PRMT1 inh | LEDGF integ inh | TDP2 inh | TCR-CD3 inh | SIAE primary | HTRA1 inhibitor | rCAG RNA binder | MBD2 inh
C[C@H](NC(=O)c1nc[nH]c1C(=O)N(C)Cc1ccccc1)c1ccccc1 is entered as 0 | -3 | 2 | -1 | 0 | 2 | 1 | 1 | -7 | 0
CCNc1nc(NC(C)C)nc(N(C#N)CCOc2ccc(Cl)cc2Cl)n1 is entered as 3 | -25 | -2 | -1 | 3 | 2 | -7 | -45 | 0 | -1
Cc1ccccc1C(=O)NC(=S)Nc1ccc(S(=O)(=O)N(C)c2ccccc2)cc1 is entered as -2 | -3 | -2 | -1 | -1 | -4 | -15 | -35 | 12 | 1
CCC(NC(=O)c1ccc2c(ccn2Cc2cccc(-c3ccccc3C(=O)O)c2)c1)c1ccccc1 (centres undefined) is entered as 6 | -51 | 12 | -3 | -9 | · | -11 | · | 49* | 11

Other results:
Short keys – A = NPR2 activator; B = ABHD4 inh; C = PRMT1 inh; D = LEDGF integ inh; E = TDP2 inh; F = TCR-CD3 inh; G = SIAE primary; H = HTRA1 inhibitor; I = rCAG RNA binder; J = MBD2 inh
COc1ccccc1/C=C1/SC(=S)N(CCC(=O)Nc2cccnc2)C1=O
  A: -8 | B: -13 | C: -1 | D: -4 | E: -6 | F: 6 | G: -8 | H: -2 | I: 8 | J: 6
CC(C)c1ccc(/C=C2\SC(=S)N(CCC(=O)N3CCCCC3CCO)C2=O)cc1 (centres undefined)
  A: 4 | B: -2 | C: 1 | D: 3 | E: 5 | F: 2 | G: 0 | H: -24 | I: 15 | J: -5
CCn1c(C(=O)O)c(CC(=O)Nc2ccc(Br)cc2C)c2ccccc21
  A: 9 | B: 3 | C: 0 | D: 1 | E: 2 | F: 4 | G: 3 | H: 1 | I: 14 | J: -1
NC(=O)C1CCN(c2c([N+](=O)[O-])cc(C(F)(F)F)cc2[N+](=O)[O-])CC1
  A: -3 | B: 5 | C: -2 | D: -3 | E: -2 | F: 0 | G: -12 | H: 5 | I: -1 | J: -1
COc1ccccc1OCCNC(=O)C1CC(=O)N(c2ccc3c(c2)OCCO3)C1 (centres undefined)
  A: 2 | B: 0 | C: -3 | D: -1 | E: 5 | F: 4 | G: 6 | H: 1 | I: -5 | J: -3
CCC(C)NC(=O)CNC(=O)c1nn(-c2ccc(OC)cc2OC)c(=O)c2ccccc12 (centres undefined)
  A: -5 | B: 14 | C: -2 | D: 2 | E: -10 | F: -2 | G: 0 | H: 4 | I: -4 | J: -1
O=C1CN(C(=O)CSc2nnnn2C2CC2)c2ccccc2N1
  A: 2 | B: -1 | C: -2 | D: 2 | E: -2 | F: 1 | G: -6 | H: 0 | I: 2 | J: 1
CCN=C1SC(CC(=O)NCCc2ccc(OC)c(OC)c2)C(=O)N1CC (centres undefined)
  A: 4 | B: 7 | C: 32* | D: -1 | E: 8 | F: 2 | G: -2 | H: -6 | I: -4 | J: 1
Cc1ccc(C)c(OCC(=O)N(C)CC(=O)Nc2ccc(Cl)c(C(F)(F)F)c2)c1
  A: -3 | B: -43 | C: -3 | D: 5 | E: -22 | F: 1 | G: -8 | H: -51 | I: 6 | J: -3
C/C(=N\NC(N)=O)c1ccc(Cl)cc1
  A: 1 | B: 1 | C: 1 | D: 0 | E: -6 | F: 4 | G: 0 | H: -1 | I: 0 | J: -6
CCCc1nnc2n1N=C(c1ccc([N+](=O)[O-])cc1)CS2
  A: -9 | B: 2 | C: 2 | D: 1 | E: -9 | F: 6 | G: -7 | H: 3 | I: 0 | J: 1
Cc1cc(C)n(-c2c(C)[nH]c3ccccc23)n1
  A: 2 | B: 3 | C: -1 | D: 3 | E: -24 | F: 8 | G: 5 | H: 3 | I: -2 | J: -1
Cc1cccc(C(=O)NCc2nnc(SC(C)C(=O)Nc3nnc(C)s3)n2C)c1 (centres undefined)
  A: 5 | B: -5 | C: 0 | D: -1 | E: 4 | F: 3 | G: 15 | H: 8 | I: -3 | J: -5
CC(=O)c1cccc(NC(=O)CN(c2cccc(F)c2)S(C)(=O)=O)c1
  A: 4 | B: 2 | C: -1 | D: 0 | E: 3 | F: 3 | G: -3 | H: 2 | I: 1 | J: 2
CCCCCCNC(=O)C1CSCCS(=O)(=O)N1Cc1ccccc1 (centres undefined)
  A: 5 | B: -4 | C: -4 | D: 2 | E: 8 | F: · | G: -2 | H: · | I: -4 | J: 1
CC(NC(=S)Nc1ccc(F)cc1)c1ccccc1 (centres undefined)
  A: 2 | B: -3 | C: -1 | D: 2 | E: -5 | F: -2 | G: 1 | H: -3 | I: -4 | J: -5
O=S(=O)(c1cccc(-c2nnc(SCc3ccc(Cl)cc3)o2)c1)N1CCCCC1
  A: -12 | B: 0 | C: 2 | D: 0 | E: 3 | F: -2 | G: -4 | H: -1 | I: 0 | J: 6
O=C(N[C@H]1CC[C@H](CCNS(=O)(=O)c2ccc(Cl)cc2)O[C@@H]1CO)c1cccc(F)c1
  A: -1 | B: -10 | C: 8 | D: 5 | E: -13 | F: -4 | G: -2 | H: · | I: 2 | J: 12
C[C@@H]1CN([C@H](C)CO)C(=O)c2c(c3ccccc3n2C)-c2ccccc2CO[C@H]1CN(C)C(=O)Cc1ccccc1
  A: 1 | B: -1 | C: -1 | D: -5 | E: 9 | F: -1 | G: 2 | H: 1 | I: 4 | J: 3
COc1cc2c(cc1NC(=O)c1cccc(Br)c1)CCCC2
  A: -3 | B: -4 | C: 1 | D: 0 | E: -3 | F: -4 | G: -2 | H: -38 | I: 7 | J: 1
CCCNC(=O)COc1coc(CN2CCN(c3ccccc3OC)CC2)cc1=O
  A: 5 | B: -4 | C: -2 | D: -1 | E: -12 | F: -5 | G: -9 | H: 5 | I: -4 | J: 0
O=C1C(Cl)=C(NC(=O)c2ccccc2)C(=O)C(Cl)=C1NC(=O)c1ccccc1
  A: 11 | B: 64* | C: 96* | D: 2 | E: 59* | F: -8 | G: 3 | H: 37* | I: 10 | J: -5
CCOc1ccc(OCC(=O)Nc2ccc(S(=O)(=O)Nc3cc(C)nc(C)n3)cc2)cc1
  A: 0 | B: 1 | C: 5 | D: 0 | E: 12 | F: -7 | G: 1 | H: -2 | I: 17 | J: 4
CCN(Cc1ccncc1)C(=O)CCc1nnc(CCC2CCCCC2)o1
  A: 1 | B: -4 | C: 2 | D: 2 | E: -4 | F: -6 | G: 0 | H: -15 | I: -5 | J: 0
O=C(CSc1nccc(=O)[nH]1)Nc1cccc2ccccc12
  A: 0 | B: -5 | C: -3 | D: 0 | E: 3 | F: 1 | G: -8 | H: 0 | I: 2 | J: -2
Cc1cc2ncn(CC3CC3(Cl)Cl)c2cc1C (centres undefined)
  A: 1 | B: -1 | C: 1 | D: -2 | E: -3 | F: -6 | G: -4 | H: -9 | I: -7 | J: 6
CCOC(=O)C1(Cc2ccccc2C(F)(F)F)CCN(C2CCSC2)CC1 (centres undefined)
  A: -3 | B: 1 | C: -1 | D: 0 | E: -5 | F: 0 | G: 0 | H: -6 | I: -8 | J: 1
C=CCN1C(=O)C(CC(=O)O)SC1=Nc1cccc([N+](=O)[O-])c1 (centres undefined)
  A: -6 | B: 3 | C: -5 | D: 2 | E: 7 | F: 11 | G: 2 | H: -3 | I: 1 | J: -4
COc1ccccc1NS(=O)(=O)c1cc(C(=O)N2CCCCCC2)ccc1C
  A: 1 | B: 5 | C: 11 | D: -3 | E: 9 | F: 1 | G: 5 | H: 7 | I: 2 | J: 1
Cc1ccc(C(=O)c2coc3cc([N+](=O)[O-])c(O)c([N+](=O)[O-])c23)cc1
  A: 3 | B: 17 | C: 26* | D: 5 | E: 7 | F: 0 | G: 14 | H: 19 | I: 18 | J: -10
